Assay outcomes: PubChem BioAssay, several laboratories
Autophagy mod: alters autophagy in cells. calls only at 10 µM (by protocol). MEF GFP-LC3 puncta imaging; test concentration mostly 10 µM. actives 0.98% (n = 190,000);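 active = percentage of spot-positive cells more than 3 SD above its plate mean, without a fluorescence outlier flag or 80% toxicity; inconclusive = no clear call, values can overlap the other calls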;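 note: spot-positive cell cutoff set from DMSO-treated cells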
NTR1 ag: agonists of NTR1, primary screen, imaging, U2OS cells, beta-arrestin-GFP, high content (AID 493036) | activation, % at 20 µM | NTR1-U2OS beta-arrestin-GFP spot imaging, agonist mode | actives 0.17% (n = 330,000);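 active = activation at or above 40% of the spot to cytoplasm intensity ratio, with at least 20 cells analyzed; inconclusive = wells under 20 cells, flagged as cytotoxic or low count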;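 note: 0% = DMSO without peptide and 100% = 100 nM NTR1 peptide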
Target sequence (P30989 whole entry, looked up): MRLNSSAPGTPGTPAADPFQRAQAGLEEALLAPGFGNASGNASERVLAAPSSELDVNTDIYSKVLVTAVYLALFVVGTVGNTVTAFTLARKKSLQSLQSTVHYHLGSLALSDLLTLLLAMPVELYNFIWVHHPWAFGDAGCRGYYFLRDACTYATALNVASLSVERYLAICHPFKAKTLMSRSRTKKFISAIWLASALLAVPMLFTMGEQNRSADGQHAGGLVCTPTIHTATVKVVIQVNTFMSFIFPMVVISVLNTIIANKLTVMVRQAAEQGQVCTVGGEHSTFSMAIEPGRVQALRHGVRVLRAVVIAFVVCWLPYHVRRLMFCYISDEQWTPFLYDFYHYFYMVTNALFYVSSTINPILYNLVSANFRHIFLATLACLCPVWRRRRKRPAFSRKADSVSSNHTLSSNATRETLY
UTI89 phage lysis: inhibition of K1F phage lysis, E. coli UTI89, bacterial capsule biogenesis inhibitors, alamar blue (AID 488966); E. coli UTI89 K1F phage lysis, alamar blue, 2 h; higher % means a stronger effect; inhibition, % at 100 µM; hits with a dose series show IC50 in µM; actives 0.02% (n = 340,000);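 active = phage lysis inhibition, versus mean bacterial control, above a set limit; inconclusive = no clear call, values can overlap the other calls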;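 note: capsule biogenesis inhibitors block K1F phage lysis so surviving cells raise fluorescence; higher fluorescence means more inhibition of phage lysis; actives were called in the ten point dose series up to 300 µM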
GPR35 arrestin U2OS: GPR35 antagonists blocking zaprinast-driven arrestin recruitment, primary screen, imaging, U2OS, beta-arrestin-GFP, zaprinast agonist (AID 2058); actives 0.052% (n = 290,000); one-dose inhibition, % at 10 µM; IC50 in µM for titrated hits; U2OS GPR35 beta-arrestin-GFP translocation imaging, zaprinast antagonism; higher % means a stronger effect;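 active = inhibition of at least 50% with at least 30 cells and total cytoplasm GFP at most 10,000,000; inconclusive = under 30 cells or total GFP of 10,000,000 plus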
RSV antiviral HEp-2: inhibition of RSV-induced cytopathic effect – HEp-2 cells, primary 10 µM value included (AID 2391); CPE inhibition, % at 10 µM; hits with a dose series show IC50 in µM; actives 0.13% (n = 310,000); HEp-2 cells, RSV-induced CPE inhibition; higher % means a stronger effect; in the data active = a potency from the dose series; inconclusive = CPE inhibition mostly from about 23% at the one dose, without a potency; inactive = the rest, 99 in 100 with CPE inhibition below about 21%; note: strong numbers were not always called active
AID2073: disruptors of CaV2.2 binding to Mint1 – biochemical, HTRF (AID 2073); HTRF protein-protein interaction, Mint1-CaV2.2; higher % means a stronger effect; inhibition, % at 20 µM; hits with a dose series show IC50 in µM; actives 0.19% (n = 290,000); in the data active = inhibition mostly above about 51%, no sharp cut-off; inconclusive = no clear call, values can overlap the other calls; inactive = mostly below about 53%; note: some results filed as inactive read as strong as hits
LYP inhibition: PTPN22 lymphoid phosphatase activity blockers – biochemical, fluorescence intensity, uHTS (AID 1779). recombinant LYP phosphatase, fluorescence intensity; higher % means a stronger effect. inhibition, % at 11.5 µM; hits with a dose series show IC50 in µM. actives 0.054% (n = 290,000); in the data active = inhibition above about 50%;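 note: plate controls were vehicle with enzyme for no effect and no enzyme for full effect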
Dengue-2 NS5 capping: flavivirus cap methylation enzyme inhibition – biochemical, confirmation dose response, primary screen (AID 588689); inhibition, % at 25 µM; hits with a dose series show IC50 in µM; actives 0.3% (n = 340,000); Dengue-2 NS5 methyltransferase capping enzyme assay, biochemical; higher % means a stronger effect; in the data active = a potency from the dose series; inconclusive = inhibition above about 29% without an active follow-up result
WT yeast gro inh: growth inhibition of WT yeast, mitochondrial fusion screen. mitochondrial fusion phenotypic screen, WT strain. actives 2.1% (n = 190,000). inhibition, % at 10 µM; in the data active = inhibition above about 58%; tested in S. cerevisiae
WT yeast gro inh mutant strain: recorded beside WT yeast gro inh, whose call it bears; inhibition, %; mitochondrial fusion phenotypic screen, mutant strain inhibition
Autophagy mod cell loss 18 h: recorded beside Autophagy mod, whose call it bears; toxicity, %; measured here: cell loss, nuclei count;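 cell loss after 18 h compound exposure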
NTR1 ag cell count 20 µM: second read-out of NTR1 ag, no call of its own (marks repeat the call); cell count; measured here: cell count, cytotoxicity flag
Dengue-2 NS5 capping pilot replicate: recorded beside Dengue-2 NS5 capping, whose call it bears; inhibition, %; measured here: pilot screen replicate inhibition
* = called active by the depositor; i = inactive; ? = inconclusive; · = not tested or not shown; + = active, no number; [ ] = another dose, or the depositor's remark.

SMILES	Autophagy mod	Autophagy mod cell loss 18 h	NTR1 ag	NTR1 ag cell count 20 µM	UTI89 phage lysis	GPR35 arrestin U2OS	RSV antiviral HEp-2	AID2073	LYP inhibition	Dengue-2 NS5 capping	WT yeast gro inh	WT yeast gro inh mutant strain	others
CN(C(=O)c1ccccc1OC1CCN(S(C)(=O)=O)CC1)C1CCOC1 (stereo not given)	i	-14	1.5	48	-0.2%	-9%	0.8%	5%	-5%	-11%	8	-7
CCOCC(=O)Nc1ccc(S(=O)(=O)Nc2nccs2)cc1	·	·	-0.9	50	0.2%	-4%	0.9%	4%	-5%	-2%	·	·
CN(CCN(C)C(C)(C)C)C(=O)C(c1ccccc1)c1ccccc1	·	·	2.0	54	-1.6%	-7%	0.4%	-19%	-8%	-5%	·	·
Cc1cc(C)cc(NC(=S)NCCCO)c1	i	-7	-0.4	48	5.0%	-6%	1.0%	-11%	-6%	1%	-9	5
CSc1cccc(NC(=O)C2CCCN(S(=O)(=O)c3cnc[nH]3)C2)c1 (stereo not given)	i	1	·	·	-1.8%	-4%	·	0%	-8%	4%	0	-8
O=C(COC(=O)C1(c2ccc(F)cc2)CCCC1)N1CCc2ccccc21	i	-7	2.7	49	4.7%	13%	0.3%	2%	-1%	-10%	3	-23
CCCC(=O)Nc1ccccc1-c1nnn(CC(=O)Nc2ccc(OC)cc2)n1	i	2	2.3	54	0.3%	0%	-0.1%	-3%	2%	-8%	3	11
C/C(=N\Nc1ccc2nncn2n1)c1ccco1	·	·	1.3	42	-1.9%	8%	1.4%	-2%	-1%	2%	·	·
CNC(=S)N1N=C2c3ccccc3CCC2C1c1ccccc1Cl (stereo not given)	·	·	0.2	49	-0.8%	1%	-0.8%	-14%	-1%	-2%	·	·
N#CC1=C(N)OC2=C(C(=O)CCC2)C1C1CC=CCC1 (stereo not given)	i	-4	-0.7	57	-0.1%	8%	1.5%	-2%	-7%	-3%	1	-6
CC(C)NCC(O)c1cc(O)cc(O)c1 (stereo not given)	·	·	-1.7	54	-0.4%	-5%	0.6%	-8%	-4%	-3%	·	·
Cc1cc(SCc2cccc(Cl)c2)nc(=O)[nH]1	·	·	-0.4	68	0.1%	1%	9.8%	0%	4%	-11%	·	·
CCc1ccc(C(=O)NNC(=O)CC2OC(=O)c3ccccc32)cc1 (stereo not given)	·	·	2.0	54	1.7%[50 µM]	·	0.7%	·	·	4%	·	·
O=C(Nc1nnc(S(=O)(=O)N2CCN(c3ccc(F)cc3)CC2)s1)c1ccco1	·	·	3.8	57	0.1%	15%	18%	15%	-1%	-4%	·	·
Cc1ccc(-c2nnc(N3CCN(C(=O)CSc4ncn[nH]4)CC3)c3ccccc23)cc1	i	17	3.3	54	3.8%	3%	14%	-16%	2%	-10%	7	13
CCOc1cc(CNCC(C)C)c(Cl)cc1OCC(=O)Nc1ccccc1	i	26	1.5	38	0.2%	-8%	3.3%	-1%	-4%	-10%	1	3
O=C(OCC(=O)c1ccccc1Br)c1ccccn1	i	-5	-1.6	68	2.6%	-18%	-0.5%	-7%	-1%	-5%	11	12
O=C(/C=C/c1ccccc1)Nc1ccc(N2CCCCC2)cc1	i	-2	2.6	50	3.0%[50 µM]	-7%	4.1%	-2%	-9%	-8%	-11	-21
CN1CCCCc2c1nc1c(c2N)CCCC1	i	0	1.2	72	5.1%	9%	-0.8%	-8%	3%	-11%	11	0
O=C(O)CN1C(=O)c2ccc(Oc3ccc([N+](=O)[O-])cc3)cc2C1=O	·	·	-1.2	68	1.9%	-12%	1.4%	2%	-8%	-9%	·	·
CCCn1c(NC(=O)c2ccc([N+](=O)[O-])o2)nc2ccccc21	·	·	0.8	51	-1.5%[50 µM]	·	12%	·	·	4%	·	·
CCCCN1C(=O)/C(=c2\sc3nc(=O)c(-c4ccccc4)nn3c2=O)c2ccccc21	i	-4	0.0	36	1.9%	5%	-1.0%	7%	-4%	-7%	6	23
O=C(NC12CC3CC(CC(C3)C1)C2)N1CCN(c2ccccn2)CC1	i	-5	-0.4	49	-0.1%	-7%	0.1%	4%	-5%	-1%	2	-23
Cc1cccc(C)c1OCc1cc(C(=O)N(Cc2c(C)nn(C)c2C)C2CC2)no1	·	·	0.6	59	0.4%	-14%	0.3%	0%	-2%	-1%	·	·
Cc1ccc2nc(NC(=O)C3CCCN3C(=O)OC(C)(C)C)sc2c1 (stereo not given)	i	26	0.6	56	0.6%	2%	-0.6%	-2%	3%	9%	14	-4

(continued)
SMILES	Autophagy mod	Autophagy mod cell loss 18 h	NTR1 ag	NTR1 ag cell count 20 µM	UTI89 phage lysis	GPR35 arrestin U2OS	RSV antiviral HEp-2	AID2073	LYP inhibition	Dengue-2 NS5 capping	WT yeast gro inh	WT yeast gro inh mutant strain	others
Cc1nn(-c2ccc(F)cc2)c(C)c1/C=C/C(=O)N1CCNC(=O)C1	i	-4	-1.6	42	-1.9%	2%	0.8%	3%	-5%	-4%	-20	6
Cc1cc[n+](-c2[nH]c(=O)sc2/C=N/NC([S-])=Nc2ccccc2)cc1	i	6	1.7	50	3.3%	-3%	1.8%	-5%	3%	?	2	13
COc1cc(/C=N/NC(N)=O)cc(Br)c1OCc1ccccc1C	i	16	0.1	87	2.0%	4%	5.3%	?	-9%	-7%	-5	1
Cc1cc2nc3c(nc2cc1C)C1(C(=O)N(C)C)CCC3(C)C1(C)C (stereo not given)	i	3	2.2	66	0.1%	-5%	0.2%	0%	-1%	4%	7	-2	Dengue-2 NS5 capping pilot replicate=1.5
COc1ccc(C(=O)C(O)C(c2ccc(C)cc2)N2CCOCC2)cc1OC (stereo not given)	·	·	-0.9	92	-0.4%	-7%	2.0%	16%	-9%	-5%	·	·
COc1cc(NC(=S)NCc2cccnc2)c(OC)cc1Cl	i	-28	-1.4	62	1.0%	7%	2.4%	-7%	-5%	-1%	5	0
CCNC(=O)NC(=O)COC(=O)c1ccccc1SCC(=O)NC(=O)NCC	·	·	-1.0	57	-1.0%	8%	1.0%	-17%	-9%	-6%	-1	-7
CN1CCN(/N=C/c2cccc(Cl)c2Cl)CC1	i	-4	-0.2	76	0.3%	-7%	0.7%	-4%	-3%	4%	8	22
O=[N+]([O-])c1ccc(-c2ccc(/C=N/Nc3nc(N4CCCCC4)nc(N4CCCCC4)n3)o2)cc1	+	6.1*	-1.1	78	·	30%	·	37%	8%	·	8	-1
Cc1ccc(/C=C/C(=O)NCCCN2CCN(CCCNC(=O)/C=C/c3ccc(C)cc3)CC2)cc1	i	7	-1.7	56	2.9%	-2%	0.3%	0%	1%	3%	-5	6
CSc1nc2ccccc2cc1/C=C(\C#N)c1ccc(Cl)c(Cl)c1	+	1.5*	0.2	53	0.4%	18%	-1.5%	-4%	-8%	-8%	-6	-10
O=C(O)CSc1ncnc2sc3c(c12)CCC3	i	-6	1.4	75	2.2%	8%	5.6%	41%	-6%	-4%	18	-5
CC(C)NS(=O)(=O)c1ccc(NC(=O)C(C)OC(=O)CCC(=O)c2cccs2)cc1 (stereo not given)	·	·	-0.4	90	0.4%[50 µM]	·	1.4%	·	·	0%	·	·
CC(C)(CNC(=O)c1ccc(Br)o1)N1CCOCC1	·	·	-0.6	66	-0.3%	-3%	0.4%	24%	-7%	0%	·	·
CNc1ccc(NC(C)=O)cc1[N+](=O)[O-]	i	3	1.9	38	0.4%[50 µM]	-5%	1.2%	7%	-6%	-10%	1	0
Brc1ccc(-c2noc(C3CCCCC3)n2)cc1	i	-5	2.4	78	0.2%	-5%	0.7%	14%	-1%	-6%	57	16
O=C(OCc1nnc(-c2ccccc2)o1)c1ccc2c(c1)OCCO2	i	22	-0.2	34	-0.4%	11%	1.2%	9%	-7%	-13%	7	-13
COc1cc(CCC(=O)Nc2ccc(C)c(S(=O)(=O)N3CCCCCC3)c2)cc(OC)c1OC	·	·	1.5	61	0.0%[50 µM]	·	1.3%	·	·	-2%	·	·
O=S1(=O)CCC(NC2CCCC2)C1 (stereo not given)	·	·	-0.3	80	0.2%	18%	2.5%	-6%	-5%	-5%	·	·
CNC(=O)C1Cc2ccccc2CN1S(=O)(=O)c1cccs1 (stereo not given)	i	8	-0.6	44	6.7%	1%	1.3%	7%	-2%	-6%	8	-4
CS(=O)(=O)N(CC(=O)NCc1ccccn1)Cc1ccc(Cl)cc1	i	-3	0.1	43	0.1%	-2%	1.0%	-2%	-11%	·	-24	-6
CCOc1ccc(S(=O)(=O)N2CCCC(C(=O)N3CCOCC3)C2)cc1Cl (stereo not given)	·	·	0.7	49	-0.8%	-2%	0.5%	2%	-12%	-10%	·	·
CCOC(=O)c1c(NC(=O)CSc2nncs2)sc(C)c1C	i	27	2.3	42	0.2%	4%	0.1%	-1%	-7%	2%	1	-5
Cc1ccn(CCC(=O)Nc2ccc(-c3ccno3)cc2)n1	·	·	0.6	63	0.4%	9%	2.2%	16%	0%	-12%	·	·
O=C(OCCNC(=O)c1ccc2ccccc2n1)c1cccnc1	i	0	0.9	59	0.4%	-2%	1.5%	4%	-4%	-2%	3	1
Cc1cccc(-c2nc(CSCC(=O)N3CCN(c4ccccn4)CC3)c(C)o2)c1	i	0	1.5	80	0.5%	10%	0.8%	24%	-1%	-10%	-5	-5	Dengue-2 NS5 capping pilot replicate=-1.2
CCOc1cc(NC(=S)NCCCOC)c(OCC)cc1NC(=O)c1ccco1	i	-7	0.0	36	1.1%	-4%	4.0%	-12%	-3%	8%	9	6
COC(=O)c1ccc2[nH]c(C)cc(=O)c2c1	i	12	1.0	44	0.7%	9%	0.9%	13%	-12%	-3%	11	1
COc1ccc(N(Cc2cc3ccccc3[nH]c2=O)S(C)(=O)=O)cc1	i	-42	2.3	43	1.6%[50 µM]	2%	-0.3%	1%	5%	-7%	-5	-11

3 compounds already listed, ordered by length of the SMILES, falling.
SMILES	Autophagy mod	Autophagy mod cell loss 18 h	NTR1 ag	NTR1 ag cell count 20 µM	UTI89 phage lysis	GPR35 arrestin U2OS	RSV antiviral HEp-2	AID2073	LYP inhibition	Dengue-2 NS5 capping	WT yeast gro inh	WT yeast gro inh mutant strain	others
CCCn1c(NC(=O)c2ccc([N+](=O)[O-])o2)nc2ccccc21	·	·	0.8	51	-1.5%[50 µM]	·	12%	·	·	4%	·	·
O=C(/C=C/c1ccccc1)Nc1ccc(N2CCCCC2)cc1	i	-2	2.6	50	3.0%[50 µM]	-7%	4.1%	-2%	-9%	-8%	-11	-21
O=S1(=O)CCC(NC2CCCC2)C1 (stereo not given)	·	·	-0.3	80	0.2%	18%	2.5%	-6%	-5%	-5%	·	·

Rows are unselected (roughly 2.6% active in at least one column).
